4-MU autofl: compound fluoresces in the 4-MU spectral region; hit rate 11% among 59,000; AID 589; compound autofluorescence, 340/450 nm, 4-MU equivalents; hits give high values; max dye-equivalent concentration, M; in the data active means max dye-equivalent concentration above about 10 nM; inconclusive means mostly about 1.1 nM to 9.6 nM
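Intrinsic fluorescence at 340/450 nm (ex/em) was read after 15 min at room temperature in pH 8.0, 100 mM Tris. Each compound concentration expressed as 4-MU-equivalent concentration from a six-point 4-MU standard series on each plate.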
Rhodamine fluor: compound autofluorescence in rhodamine spectral region; Rhodamine-region fluorescence, 547/598 nm, Tris buffer; hits give high values; max dye-equivalent concentration, M; hit rate 0.05% among 59,000; AID 594; in the data active means max dye-equivalent concentration above about 11 nM; inconclusive means between about 1.1 nM and that limit
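Steps: pin-transfer compounds into pH 8.0 Tris (100 mM), hold 15 min at room temperature, image with a 547/598 nm filter pair, and convert intensities to rhodamine-equivalent concentration using a six-point on-plate rhodamine series.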
HADH2 inhib: blocks human hydroxyacyl-CoA dehydrogenase type II. hit rate 3.4% among 73,000. Q99714. AID 886. Potency, µM (series often up to 57.1 µM), for inactives: top-dose activity change, negative = inhibition, usual class: inhibitors. recombinant HADH2, NADH fluorescence, beta-hydroxybutyryl-CoA; further: potency means the concentration at half of the fitted maximal effect; on the % scale 0 is the no-effect control and ±100 the full control effect; nearly all actives have a fitted effect of over 60% in size; many of its hits are not listed in these tables
Target sequence (Q99714 whole entry, looked up, one chain of several): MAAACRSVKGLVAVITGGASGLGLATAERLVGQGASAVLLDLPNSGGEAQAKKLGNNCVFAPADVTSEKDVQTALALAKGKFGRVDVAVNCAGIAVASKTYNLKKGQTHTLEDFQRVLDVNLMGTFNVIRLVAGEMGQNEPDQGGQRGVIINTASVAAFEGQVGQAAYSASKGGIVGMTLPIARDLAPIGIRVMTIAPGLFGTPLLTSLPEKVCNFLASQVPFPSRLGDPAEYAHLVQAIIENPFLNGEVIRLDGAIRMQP
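Buffer 100 mM Tris-HCl pH 9.0/0.01% Tween-20; HADH2 20 nM; NAD+ 1 mM; beta-hydroxybutyryl-CoA 90 uM (all final). 15 min cpd preincubation, RT.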
Hsp90 Hop PPI: changes Hsp90-Hop TPR2A binding signal, up or down. AlphaScreen TPR2A-His6 binding biotin-Hsp90 C-terminal peptide. hit rate 0.44% among 71,000. Potency, µM (titrated, usually from 57 µM), inactives show at the highest dose activity change, negative = inhibition; active means well fitted curve in either direction with a large enough effect; inconclusive means small, poorly fitted or top-dose-only effect, or another doubt; further: potency means the concentration at half of the fitted maximal effect; on the % scale 0 is the no-effect control and ±100 the full control effect; many of its hits are not listed in these tables
Fluorescein autfl: compound autofluorescence in fluorescein spectral region | hit rate 0.91% among 59,000 | max fluorescein-equivalent concentration, M | Compound autofluorescence, 480/540 nm, fluorescein-equivalent; hits give high values; in the data active means max fluorescein-equivalent concentration above about 10 nM; inconclusive means between about 1.1 nM and that limit
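Compounds (23 nL) in 100 mM Tris pH 8.0, 15 min at room temperature, then fluorescence read at 480 nm excitation/540 nm emission. Signal converted to fluorescein-equivalent concentration from an on-plate fluorescein standard curve.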
Texas Red fluor: compounds fluorescent in Texas Red spectral region | max dye-equivalent concentration, M | hit rate 0.06% among 59,000 | Compound fluorescence, Texas Red channel, 547/618 nm; hits give high values | AID 587; in the data active means max dye-equivalent concentration above about 10 nM; inconclusive means between about 1.1 nM and that limit
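Compound titrations in 100 mM Tris pH 8.0 were incubated 15 min at room temperature and read at 547 nm excitation / 618 nm emission. Texas Red six-point standard curve on each plate converted fluorescence to dye-equivalent concentration.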
DNA Pol III inh: DNA polymerase III holoenzyme inhibition. reconstituted DNA polymerase III holoenzyme replication, biochemical. Potency, µM (series often up to 57.1 µM), for the others: at the top dose activity change, negative = inhibition. hit rate 0.25% among 71,000. AID 603; further: potency means the concentration at half of the fitted maximal effect; on the % scale 0 is the no-effect control and ±100 the full control effect
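Reconstituted *E. coli* holoenzyme (0.35 nM Pol III, 1 nM beta, 154 nM SSB, 2 nM primase) was preincubated with compound for 15 min at RT. Synthesis on 1.4 nM ssM13Gori ran 35 min, then was stopped with PicoGreen/EDTA and read as dsDNA fluorescence.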
HBB splicing: modulators of hemoglobin beta chain splicing; AID 925; hit rate 0.06% among 65,000; HBB splicing reporter cell assay, activation; EGFP reporter with mutant IVS2-654 intron; response scale: normalised to 500 nM splice-correcting PNA; Potency, µM (series often up to 46.1 µM), inactives show at the highest dose activation, hits mostly activators; further: potency means the concentration at half of the fitted maximal effect; 0% is about no effect
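Compounds were applied for 2 days to HeLa EGFP-654 cells, 500/well in Optimem with 2% FCS. The reporter's EGFP is disrupted by mis-splicing of beta-globin intron IVS2-654. Readout: summed well GFP fluorescence from 488 nm laser scanning; reference was 500 nM antisense […] 654 PNA.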
15-hLO inh: inhibitors of human 15-lipoxygenase (ALOX15); P16050; AID 887; purified 15hLO-1, xylenol orange hydroperoxide absorbance; Potency, µM (titrated, usually from 57.1 µM), inactives show top-dose activity change, negative = inhibition, most hits filed as inhibitors; hit rate 1.4% among 74,000; further: potency means the concentration at half of the fitted maximal effect; on the % scale 0 is the no-effect control and ±100 the full control effect; nearly all actives have a fitted effect of over 55% in size
Target sequence (P16050 whole entry, looked up): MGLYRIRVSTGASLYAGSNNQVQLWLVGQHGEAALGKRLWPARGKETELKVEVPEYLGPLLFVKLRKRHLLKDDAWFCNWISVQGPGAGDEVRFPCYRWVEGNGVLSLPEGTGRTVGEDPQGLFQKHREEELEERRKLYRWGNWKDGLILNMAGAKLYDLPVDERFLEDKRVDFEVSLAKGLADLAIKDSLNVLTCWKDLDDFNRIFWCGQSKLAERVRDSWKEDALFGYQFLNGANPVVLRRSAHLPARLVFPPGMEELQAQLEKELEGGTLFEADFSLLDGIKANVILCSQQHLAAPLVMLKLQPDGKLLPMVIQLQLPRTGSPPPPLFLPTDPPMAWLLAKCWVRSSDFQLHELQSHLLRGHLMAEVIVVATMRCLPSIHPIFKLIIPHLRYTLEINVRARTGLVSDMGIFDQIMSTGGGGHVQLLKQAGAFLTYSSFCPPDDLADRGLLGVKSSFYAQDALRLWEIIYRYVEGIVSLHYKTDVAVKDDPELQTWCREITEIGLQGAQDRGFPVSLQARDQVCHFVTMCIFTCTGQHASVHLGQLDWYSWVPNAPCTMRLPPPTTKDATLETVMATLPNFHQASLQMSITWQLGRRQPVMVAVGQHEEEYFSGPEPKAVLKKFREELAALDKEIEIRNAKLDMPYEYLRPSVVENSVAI
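Compounds were preincubated 15 min at room temperature with 40 nM purified human enzyme (25 mM Hepes pH 7.5, 0.01% Triton X-100); 50 uM arachidonic acid reacted 6 min. Fe-xylenol orange detection, 30 min, absorbance ratio 573/405 nm.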
GFP derepression: epigenetic GFP locus derepression in mouse cells | Potency, µM (series often up to 46.1 µM), without a hit: top-dose GFP derepression (activation) | mouse C127i GFP locus derepression, cytometry, 30 h | hit rate 0.09% among 68,000 | AID 597; further: % of control where 0% means no effect
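Read-out is the number of GFP-positive cells, scored as fluorescent objects 20 to 120 um wide, reflecting derepression of a silenced CMV-GFP reporter in murine C127i cells after 30 h compound exposure at 37 C.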
UbGFP stabilizer: proteasome inhibitors stabilizing ubiquitin-GFP reporter; Ubiquitin-GFP reporter cells, proteasome inhibition, GFP fluorescence; response scale: untreated = 0%, 10 µM MG-132 = 100%; Potency, µM (titrated, usually from 45.9 µM), inactives show at the highest dose activation (GFP accumulation), most hits filed as activators; 67,000 tested, under 10 active; AID 526; active means well fitted activation curve with a large enough effect, not every such curve was filed as active; inconclusive means small, poorly fitted or top-dose-only effect, or another doubt; inactive means no such curve, though single readings can be large or run the other way; further: potency means the concentration at half of the fitted maximal effect
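U2OS cells stably expressing ubiquitin(G76V)-GFP, seeded overnight in 0.5% FBS medium, were exposed to compounds (qHTS, 46 uM to 2.9 nM) for 4 hr at 37 °C. GFP-positive cells were counted by laser cytometry (488 ex/515 em), normalized between basal and 10 uM MG-132.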
The depositor's hits bear a star; i = inactive; u = inconclusive; x = no result given; [ ] = dose if it differs, or a comment. Unless noted, the call rests on the fitted dose curve; in most records, active means well fitted curve in the direction sought with a large enough effect; inconclusive means small, poorly fitted or top-dose-only effect, or another doubt; inactive means no such curve, though single readings can be large; an effect the other way counts as inactive or inconclusive. These rows are one share of the data; rates above refer to the full screens.

SMILES | 4-MU autofl | Rhodamine fluor | HADH2 inhib | Hsp90 Hop PPI | Fluorescein autfl | Texas Red fluor | DNA Pol III inh | HBB splicing | 15-hLO inh | GFP derepression | UbGFP stabilizer
CN(C(=O)c1ccc(NC(=O)c2cnccn2)cc1)C1CCCCC1 | 1.42e-06M* | i | -6.8% | 1.8% | i | i | -0.5% | x | -3.2% | 1.3% | 3.4%
C=CCn1c(NC(=O)c2ccccc2Cl)c(C#N)c2nc3ccccc3nc21 | 2.25e-07M* | i | u | 18.0% | u | i | -13.7% | u | -19.6% | -2.6% | 6.7%
Cn1c(SCc2cnc(-c3ccccc3)s2)nnc1C1COc2ccccc2O1 (stereo unspecified) | i | i | 1.9% | 0.9% | u | u | -0.4% | -0.2%[57.5 µM] | -6.2% | 0.0% | -4.0%
CCOc1ccc(S(=O)(=O)n2c(C)nc3ccccc32)cc1 | x | x | -12.6% | -4.0%[2.3 µM] | x | x | -1.7% | -2.0% | 2.7% | x | -14.3%
O=C(NCCCN1CCN(Cc2ccccc2)CC1)C1CCN(c2nnc(-n3cccc3)s2)CC1 | i | i | -1.1% | -2.0% | i | u | 1.3% | -0.3% | 3.5% | -1.2% | -2.0%
c1cc(-c2noc(-c3ccc4c(c3)OCO4)n2)ccn1 | i | i | 7.8% | u | u | i | -4.4% | -1.5% | 0.2% | 0.4% | 2.1%
COc1ccc(-c2noc(CCC(=O)N3CCN(Cc4ccccc4)CC3)n2)cc1 | i | i | -1.6% | -2.1% | i | i | -4.8% | 2.9% | 0.0% | -2.5% | 5.4%
CCC(C)NC(=O)C(Cc1ccccc1)NS(=O)(=O)c1cccc2nsnc12 (stereo unspecified) | i | i | -4.2% | 4.5% | i | i | -5.4% | -1.1% | -2.1% | 4.3% | 5.4%
O=c1c(-c2cccs2)nc2cnc(N3CCNCC3)nc2n1C1CC1 | i | i | 23.0% | -2.4% | u | i | -8.9% | 0.6% | 0.9% | 5.4%[9.22 µM] | -4.1%
CCCCCOC(=O)Cc1c(O)c2ccccc2n(C)c1=O | i | i | -27.6% | 1.4% | i | i | -3.3% | -2.8%[57.5 µM] | 9.2% | -2.2% | -4.4%
Cc1cc(S(=O)(=O)NC2CCCCC2)ccc1OCC(=O)NCc1ccccn1 | i | i | -3.3% | -7.9% | i | u | -1.0% | -3.3% | -1.4% | -1.7% | 2.7%
O=C(O)c1ccc2c(c1)C(=O)N(CCC1=CCCCC1)C2=O | i | i | 1.5% | 0.2% | i | i | -10.9% | -2.4% | -18.8% | -0.1% | 8.2%
O=C(N1CCN(c2ccccc2)CC1)C(F)(F)C(F)(F)F | x | x | 12.9%[11.4 µM] | -1.5%[11 µM] | x | x | -3.8%[11.4 µM] | 0.0%[0.0738 µM] | 14.3%[11.4 µM] | 0.0% | -12.5%[9.17 µM]
CCOC(=O)c1sc2ncn(CC(=O)NCC3CCCO3)c(=O)c2c1C (stereo unspecified) | i | i | 0.7% | 2.3% | i | i | -1.3% | -3.6% | 2.2% | 0.0% | 0.0%
Cc1ccccc1Nc1nn2c(=O)c3ccccc3nc2s1 | u | i | 5.8% | -0.4% | i | i | -5.1% | -0.3% | -1.2% | -2.6% | -1.6%
COCc1cc(=O)[nH]c(Nc2nc3ccc(C)cc3o2)n1 | u | i | x | x | i | i | x | x | x | u | x
COc1ccccc1CNC(=O)C1CCN(S(=O)(=O)c2c(C)noc2C)CC1 | i | i | 4.3% | -1.6% | i | i | -4.5% | -0.1% | 7.9% | 2.1% | 0.0%
CN(C)c1ncc2nc(-c3cc(F)cc(F)c3)c(=O)n(Cc3cccs3)c2n1 | 2.06e-08M* | i | 4.3% | -0.2% | u | u | -2.2% | 1.2% | 7.94µM* | -0.5%[9.22 µM] | 8.9%
COc1ccc(C(OC(=O)c2c(C)noc2C)C(=O)NC2CCCC2)cc1 (stereo unspecified) | i | i | 14.4% | -0.2% | u | i | -9.1% | -3.1% | -1.6% | -1.2% | 2.5%
Cc1cc(C)c2c(=O)n(CC(=O)N3CCC(Cc4ccccc4)CC3)sc2n1 | x | x | 0.199µM* | 3.0% | x | x | -9.3% | 1.8% | u | -2.3% | 4.8%
O=C(NCCN1CCCCC1)c1ccc(=O)oc1 | 7.58e-08M* | i | x | x | u | i | x | x | x | 7.7%[20.6 µM] | x
CCOC(=O)C1CCCN(C(=O)Cn2cccc2C(=O)c2ccccc2)C1 (stereo unspecified) | u | i | 4.6% | 0.6% | i | i | -1.5% | -1.1% | -6.0% | 1.2% | 28.4%
Cc1cccc(OCCC(=O)NCC(c2ccccc2)N(C)C)c1 (stereo unspecified) | i | i | -3.9% | -1.5% | i | i | 1.2% | 0.5%[57.5 µM] | -1.4% | 0.0% | -3.8%
CCCCN(C(=O)c1ccco1)c1nnc(-c2cc(OC)c(OC)c(OC)c2)s1 | 1.75e-07M* | i | u | -1.5% | u | i | 0.4% | x | 4.7% | -0.5% | -1.9%
S=c1[nH]nc(-c2ccco2)n1-c1cccc2ccccc12 | u | i | -20.6% | -1.5% | i | i | -5.1% | -0.2%[0.369 µM] | -4.7% | -2.1% | x
CCN1CCCC1CNC(=O)c1nn(-c2ccc(C)cc2)c(=O)c2c1c1ccccc1n2C (stereo unspecified) | u | i | -1.2% | -1.6% | i | i | -0.8% | -1.7% | -7.3% | 0.0% | 2.6%
NC1=C(c2ccc(F)cc2)C(=O)CS1 | i | i | u | -6.5% | i | u | -5.2% | 0.5% | -0.1% | -2.1% | 8.8%
COc1ccc(C2/C(=C(/O)c3ccc4c(c3)CC(C)O4)C(=O)C(=O)N2CCN2CCOCC2)cc1 (stereo unspecified) | i | i | -8.1% | -2.8% | u | i | -3.2% | -2.1%[57.5 µM] | -20.8% | -1.6% | 0.9%
O=C(Nc1ccc(F)cc1)N1CCn2c(nc3ccccc32)C1 | i | i | -1.9% | -0.9% | u | i | -8.0% | 2.5%[0.369 µM] | -0.2% | -2.1% | x
CCc1ccccc1Nc1ccc(C(=O)O)cc1N | u | i | -12.5% | -0.9% | i | i | -5.2% | -1.1% | -13.5% | 1.2% | 9.7%
Cc1nc2nc(SCC(=O)C(C)(C)C)[nH]c2cc1Br | i | i | -8.9% | -2.4% | i | u | -0.1% | -0.8%[0.369 µM] | u | 0.0% | -6.0%
CCCCN(C)C(=O)c1ccc(CS(=O)(=O)c2ccccc2C)o1 | x | x | 5.6% | -1.0%[2.3 µM] | x | x | -0.3% | -0.9% | 6.7% | x | 17.1%
COc1ccc(-n2c(=O)[nH]cc(C(=O)Nc3ccc(NC(C)=O)cc3)c2=O)cc1 | u | i | -4.7% | -2.0% | i | i | -0.4% | -0.6% | 5.6% | -2.8% | 0.4%
CCO/C=C/C(O)(CNC(=O)COc1ccccc1F)C(F)(F)F (stereo unspecified) | i | i | 19.9% | 1.4% | i | i | -4.5% | -0.3%[57.5 µM] | 4.9% | 1.9% | -3.0%
COCCNC(=O)CS(=O)Cc1nc(-c2ccccc2C)oc1C (stereo unspecified) | x | x | -22.8% | -1.6%[2.3 µM] | x | x | -1.2% | -0.8% | 5.2% | x | 6.6%
COc1ccccc1N1CCN(C(=O)Cn2nnc(-c3ccncc3)n2)CC1 | i | i | 4.0% | 1.1% | u | i | 0.5% | 0.4% | 12.8% | -1.2% | 1.9%
CCOC(=O)c1[nH]c2ccc(OCC)cc2c1NC(=O)CN1CCCC(C)C1 (stereo unspecified) | 3.54e-08M* | i | -8.3% | -0.1% | i | i | -5.8% | -1.5%[57.5 µM] | -4.9% | -2.6% | 0.9%
Cn1nnc2c(sc3nc(N4CCOCC4)c4c(c32)CCCC4)c1=O | u | i | x | x | i | i | x | x | x | -2.6%[20.6 µM] | x
COCCNc1nc(=S)[nH]c2cc(OC)c(OC)cc12 | u | i | -17.3% | -1.4% | i | i | -3.6% | -0.6% | 1.6% | -0.1% | 0.3%
O=C(Nc1ccccc1N1CCOCC1)c1ccc2c(c1)C(=O)N(Cc1ccncc1)C2=O | i | i | u | -10.0% | i | i | 4.5% | -1.5%[57.5 µM] | -2.1% | -4.7% | 0.0%
COc1cccc(C(=O)NCC2CCCO2)c1 (stereo unspecified) | x | x | 2.6% | 0.1% | x | x | -10.3% | -0.4%[9.22 µM] | 0.9% | -4.2% | 5.7%
CCC(=O)N1CCCc2cc(S(=O)(=O)N3CCN(c4ccccc4F)CC3)ccc21 | x | x | -1.5% | -0.1% | x | x | 2.0% | -0.1% | -19.1% | 0.0% | 2.9%
